Compound activity deposited in PubChem BioAssay by National Center for Advancing Translational Sciences (NCATS).
HttQ103 aggreg = qHTS Multiplex Assay to Identify Dual Action Probes in a Cell Model of Huntington: Aggregate Formation (GFP); PC12 HttQ103-GFP aggregates, Acumen cytometry, 40 h; Potency, µM (highest dose often 46.1 µM), without a hit: at the highest dose activity change, negative = inhibition, most hits filed as inhibitors; 220,000 compounds, 1.1% hits; also: % is scaled to controls: 0 for no effect and ±100 for the full control effect; nearly all actives have a fitted effect of over 60% in size
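PC12 cells with ecdysone-inducible HTT exon1 Q103-GFP, induced by 100 nM tebufenozide, given compounds in a concentration series. GFP aggregates (1–25 um, 6 SD above background) counted in lysates by laser-scanning cytometry, 488 nm excitation.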
Tau ThT inhib = qHTS for Inhibitors of Tau Fibril Formation, Thioflavin T Binding. 270,000 compounds, 2.1% hits. Potency, µM (doses to about 57.4 µM), for inactives: at the top dose activity, negative = inhibition, most hits filed as inhibitors. Microtubule-associated protein tau (Homo sapiens), P10636. recombinant tau K18 P301L, heparin-induced fibrillization, ThT fluorescence; also: % is scaled to controls: 0 for no effect and ±100 for the full control effect; nearly all actives have a fitted effect of over 55% in size
Target sequence (P10636 561-689 P618L limits assumed): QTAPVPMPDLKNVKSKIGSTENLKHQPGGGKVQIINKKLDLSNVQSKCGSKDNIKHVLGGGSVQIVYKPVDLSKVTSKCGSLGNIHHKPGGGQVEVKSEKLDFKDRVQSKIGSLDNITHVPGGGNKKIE
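In this qHTS, human K18 P301L tau is incubated with compound and heparin for 6 hr at 37 C, and Thioflavin T fluorescence then reports fibril load.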
Tau fibril FP = qHTS for Inhibitors of Tau Fibril Formation, Fluorescence Polarization; 280,000 compounds, 0.39% hits; AID 1468, 2008; Potency, µM (top dose mostly 57.7 µM), inactives show top-dose activity, negative = inhibition, hits mostly inhibitors; K18 P301L tau heparin fibrillization, Alexa594 FP, 6 h; also: % is scaled to controls: 0 for no effect and ±100 for the full control effect; nearly all actives have a fitted effect of over 55% in size
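Human tau K18 […] P301L fragment, 15 uM unlabeled plus 0.24 uM Alexa 594-labeled tau (final), with compound and 20 uM heparin in 100 mM sodium acetate pH 7; 6 hr at 37 C, then Alexa 594 FP read.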
HTT cytoprotect = qHTS Multiplex Assay to Identify Dual Action Probes in a Cell Model of Huntington: Cytoprotection (ATP); PC12 HTT-Q103 induced, cytoprotection, ATP luminescence, 40 h; Potency, µM (series often up to 56.4 µM), inactives show cytoprotection (ATP increase), actives largely listed as activators; 230,000 compounds, 0.14% hits; AID 1471, 2008;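 also: % of control where 0% means no effect; nearly all actives have a fitted effect of over 45% in size; toxic huntingtin expression switched on by the ecdysone agonist tebufenozide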
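Compounds added alongside 100 nM tebufenozide, which induces toxic Q103 huntingtin exon 1-GFP in stable PC12 cells; surviving cells quantified by luminescent ATP measurement. Medium: phenol red-free DMEM, 5% equine and 5% calf serum.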
JMJD2E inh = qHTS Assay for Inhibitors of Human Jumonji Domain Containing 2E (JMJD2E). Lysine-specific demethylase 4E (Homo sapiens), B2RXH2. JMJD2E catalytic domain, FDH-coupled NADH fluorescence (FDH is formaldehyde dehydrogenase). Potency, µM (titrated, usually from 57.1 µM), inactives show top-dose activity change, negative = inhibition, hits mostly inhibitors. 230,000 compounds, 1.6% hits; active = well fitted inhibition curve with a large enough effect, not every such curve was filed as active; inconclusive = small, poorly fitted or top-dose-only effect, or another doubt; inactive = no such curve, though single readings can be large or run the other way;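 also: 0% = wells with enzyme and -100% = buffer wells without enzyme; nearly all actives have a fitted effect of over 50% in size; many of its hits are not listed in these tables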
Target sequence (B2RXH2 1-337 limits assumed): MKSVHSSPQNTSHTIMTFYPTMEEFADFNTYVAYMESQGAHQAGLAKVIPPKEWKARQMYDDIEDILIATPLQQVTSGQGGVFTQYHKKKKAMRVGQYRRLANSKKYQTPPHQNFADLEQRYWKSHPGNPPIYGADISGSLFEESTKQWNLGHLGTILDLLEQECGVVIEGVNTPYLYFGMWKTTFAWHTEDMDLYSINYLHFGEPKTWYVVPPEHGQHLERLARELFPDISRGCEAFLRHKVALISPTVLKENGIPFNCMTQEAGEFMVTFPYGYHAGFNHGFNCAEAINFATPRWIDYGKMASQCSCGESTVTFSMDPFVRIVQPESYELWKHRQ
Tau fluor counter = Counterscreen qHTS for Inhibitors of Tau Fibril Formation, Fluorescence Polarization | 280,000 compounds, 0.93% hits | Potency, µM (top dose mostly 57.7 µM), for the others: at the top dose activity change, negative = decrease | tau K18 P301L (four-repeat tau fragment) Alexa594 fluorescence, heparin fibrillization; also: % is scaled to controls: 0 for no effect and ±100 for the full control effect; nearly all actives have a fitted effect of over 55% in size
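Human K18 P301L tau (15 uM unlabeled plus 0.24 uM Alexa 594-labeled, final) in 100 mM sodium acetate pH 7 was mixed with compound and 20 uM heparin and incubated 6 hr at 37 C.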
SMN2 splice up = qHTS Assay for Enhancers of SMN2 Splice Variant Expression; HEK293 SMN2-luciferase splicing reporter, luminescence, 30-36 h; Potency, µM (titrated, usually from 46.1 µM), for inactives: top-dose activity change, positive = activation, hits mostly activators; 210,000 compounds, 2.8% hits; AID 1458, 2008; also: % of control where 0% means no effect; nearly all actives have a fitted effect of over 55% in size
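qHTS luciferase splicing reporter: luminescence rises when SMN2 exon 7 is included in transfected HEK293 cells. Compound exposure lasted 30-36 h at 37C, with 4.5 mM final sodium butyrate as control, followed by a ONE-Glo read.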
ALDH1A1 inh = qHTS Assay for Inhibitors of Aldehyde Dehydrogenase 1 (ALDH1A1) | Potency, µM (series often up to 75.3 µM), without a hit: at the top dose activity, negative = inhibition, actives largely listed as inhibitors | Purified ALDH1A1, NADH fluorescence, propionaldehyde substrate | 220,000 compounds, 7.3% hits; active = well fitted inhibition curve with a large enough effect, not every such curve was filed as active; inconclusive = small, poorly fitted or top-dose-only effect, or another doubt; inactive = no such curve, though single readings can be large or run the other way;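 also: plate controls were no enzyme wells and a reference inhibitor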
Target sequence (P00352 whole entry, looked up): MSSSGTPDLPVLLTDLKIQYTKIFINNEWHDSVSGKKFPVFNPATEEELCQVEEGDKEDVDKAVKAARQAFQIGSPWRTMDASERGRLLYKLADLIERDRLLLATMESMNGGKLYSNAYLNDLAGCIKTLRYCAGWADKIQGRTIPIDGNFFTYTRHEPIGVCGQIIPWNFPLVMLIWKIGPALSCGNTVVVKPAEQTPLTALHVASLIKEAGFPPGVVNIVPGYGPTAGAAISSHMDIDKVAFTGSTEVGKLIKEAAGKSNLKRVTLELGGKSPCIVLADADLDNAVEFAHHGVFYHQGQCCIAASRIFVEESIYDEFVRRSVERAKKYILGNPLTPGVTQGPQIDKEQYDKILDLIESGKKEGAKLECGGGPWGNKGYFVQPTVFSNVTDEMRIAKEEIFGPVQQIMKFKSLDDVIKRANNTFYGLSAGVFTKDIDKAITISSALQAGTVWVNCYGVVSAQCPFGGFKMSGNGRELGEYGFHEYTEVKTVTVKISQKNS
* marks the source's active call; other numbers are inactive results; ? = inconclusive; / = not tested or not shown; [ ] = another dose, or the depositor's remark. Unless noted, calls follow the shape of the dose curve; as a rule, active = well fitted curve in the direction sought with a large enough effect; inconclusive = small, poorly fitted or top-dose-only effect, or another doubt; inactive = no such curve, though single readings can be large; an effect the other way counts as inactive or inconclusive. Potency is read from the fitted curve at half-maximal effect. An excerpt; rates above refer to the full screens.

SMILES	JMJD2E inh	Tau fluor counter	Tau fibril FP	Tau ThT inhib	HTT cytoprotect	HttQ103 aggreg	SMN2 splice up	ALDH1A1 inh
CC(C)OC(=O)c1cc(-c2ccc(C=O)o2)ccc1Cl	-2%	-5%	6%	-16%	17%[0.074 µM]	23%	-5%	8.9µM*
Cc1sc2ncnc(N3CCN(CCOc4ccc(Cl)cc4)CC3)c2c1C	2%	-25%	-10%	?	-35%	2µM*	-95%[inhibitor]	-6%
Cn1nc(C(F)(F)F)c(-c2ccc(F)cc2)c1NC(=O)c1cccnc1	7%	-9%	-1%	/	-5%[10 µM]	-11%[9.22 µM]	/	/
COc1ccc(-c2cc(-c3ccccc3)nc3c2COc2ccccc2-3)cc1	/	-21%	?	-3%	/	/	5%	/
CC1(C)CC(NC(=O)C23CCC(C)(C(=O)C2=O)C3(C)C)CC(C)(C)N1 (stereo unspecified)	6%	0%	3%	3%	-34%	-10%	-2%	10%
Cc1ccc2c(c1)Sc1ccccc1CC2=O	?	2%	1%	9%	-3%	?	3%	18µM*
O=c1n(Cc2ccc(Cl)cc2)c2ccccc2c2nc(-c3ccccc3)nn12	/	-8%	-14%	0%	/	/	12%	/
C#CC(CC)(CC)NC(=O)Nc1ccccc1C(=O)OC	?	-1%	-2%	2%	/	9%	0%	-6%
Cc1ccc(C(=O)NC(C(=O)Nc2cccc(S(N)(=O)=O)c2)C(C)C)cc1 (stereo unspecified)	8%	-12%	-9%	-9%	4%[10 µM]	11%[9.22 µM]	/	6%
NNC(=O)c1ncoc1-c1ccc(Cl)cc1	-3%	-11%	-4%	-12%	6%[10 µM]	0%[9.22 µM]	/	/
CCCc1cc(C(=O)N2CCC(N3CCC(C(=O)NC(C)C)CC3)CC2)n(C)n1	6%	-6%	-2%	-4%	8%[10 µM]	5%[9.22 µM]	/	6%
O=C(CS(=O)(=O)Cc1ccccc1)N1CCc2ccccc2C1	3%	-1%	12%	-13%	5%[0.074 µM]	-6%	26%	?
O=C(CSc1nnc(-c2ccccc2)c(-c2ccccc2)n1)Nc1ncc(Cl)cc1Cl	-1%	-22%	-9%	-16%	2%[10 µM]	4%	-21%	?
CCOC(=O)CN(C(=O)CNC(=O)c1cccs1)C(C(=O)NC1CCCC1)c1ccncc1 (stereo unspecified)	-22%	17%	11%	6%	23%[10 µM]	11%[9.22 µM]	-8%	-9%
Cc1cc(C)n(Cc2ccccc2)c(=O)c1S(=O)(=O)c1ccccc1	-6%	7%	2%	9%	-14%	-16%	-7%	?
Clc1ccc(-c2nnc(N3CCOCC3)o2)cc1	?	-15%	0%	-12%	18%[10 µM]	-11%[9.22 µM]	/	/
N/C(Cc1cccs1)=N\OC(=O)COc1ccc(Br)cc1	3%	-22%	-4%	?	-13%	-7%	7%	2%
CCOC(=O)C1=C(C)NC(C)=C(C(=O)OCC)C1c1ccc(Br)o1	?	-22%	2%	2%	32%[0.074 µM]	-3%	8%	8%
CCN1C(C(=O)c2ccccc2)=C(OC(=O)C(C)C)c2ccccc2S1(=O)=O	/	-16%	1%	?	/	/	27%	/
Oc1ccccc1C=NC1CCCCC1N=Cc1ccccc1O (stereo unspecified)	14%	-16%	-13%	-12%	10%[10 µM]	13%[9.22 µM]	/	11%
O=C(COc1ccc(-n2ccnc2)cc1)Nc1cccc(Cl)c1	-1%	-5%	2%	-13%	-33%[inhibitor]	-5%	-3%	-4%
CC(=O)c1ccc(Nc2ccc(-c3ccccc3C)nn2)cc1	-5%	?	4%	?	-11%[10 µM]	6%[9.22 µM]	11µM*	7.1µM*
COc1ccc(/C=N/OCC(=O)NC(c2ccccc2)c2ccccc2)c(OC)c1	0%	-22%	-2%	?	21%[10 µM]	?	-81%[inhibitor]	?
O=C(CCCn1c(=O)[nH]c2cc(Cl)ccc2c1=O)N1CCN(c2ccc([N+](=O)[O-])cc2)CC1	-1%	-15%	-11%	?	2%	-12%	-4%	?
CCCc1nc(SCC(=O)N2CCCC2)c2ccccc2n1	2%	-9%	-8%	-18%	14%	?	-37%	4%
O=S(=O)(/N=C(/Nc1ccccc1F)c1ccccc1)c1ccccc1	3%	-1%	3%	4%	9%	5%	-4%	-12%
O=C(N/N=C/c1cccc([N+](=O)[O-])c1)c1c[nH]c2ccccc12	4%	-23%	6%	?	7%[10 µM]	15%[9.22 µM]	/	/
COc1ccc(CN2CCN(Cc3cccc4nonc34)CC2CCO)c(C)c1C (stereo unspecified)	3%	-8%	-1%	-3%	15%[10 µM]	5%[9.22 µM]	/	-10%
Cc1cc([N+](=O)[O-])nn1CCCC(=O)Nc1ccc(Cl)cc1Cl	-5%	-5%	-5%	2%	12%	4%	-13%	-2%
COc1ccccc1CNC(=S)NC1CCCCC1	5%	-9%	-7%	1%	5%[10 µM]	14%	25%	-1%
CCn1ncc(NC(=S)NCCc2ccc(OC)c(OC)c2)c1C(N)=O	0%	3%	0%	-1%	-26%	11%	-4%	-7%
CSc1nc(-c2ccccc2)nc(N2CCOCC2)c1C(C)=O	2%	-8%	0%	-6%	-19%	-14%	7%	0%
COC(=O)c1cn(C(=O)c2cccs2)c2ccccc12	-7%	-19%	-17%	-7%	3%[0.074 µM]	-14%	?	?
Nc1c(N2CCN(c3ccccc3)CC2)c2ccccc2oc1=O	4%	?	-2%	?	-9%	-33%	-30%	?
Cc1ccc2cc(C)c3nnc(SCC(=O)N4CCN(C(=O)c5ccco5)CC4)n3c2c1	?	-8%	1%	-9%	15%	10%	-4%	?
CCc1ccc(NC(=O)Cn2cccc2)cc1	8%	-4%	-5%	-8%	-4%	0%	12%	-10%
O=C(N/N=C/c1cc(Br)c(O)c(Br)c1)c1cccc(C(F)(F)F)c1	-6%	-26%	12%	?	/	14%	-23%	-2%
Cc1ccccc1-c1nc(CS(=O)(=O)CC(=O)N2CCc3ccccc32)c(C)o1	-1%	-4%	-4%	0%	21%[10 µM]	20%	9%	-5%
COc1ccc(C(=O)n2nc(-c3ccc(C)cc3)nc2N)cc1OC	-7%	-11%	?	-3%	-62%[inhibitor]	9%[9.22 µM]	7%	-5%
CCN(CC)C(=O)c1cc2c(=O)c3cc(F)ccc3oc2nc1C	?	0%	9%	-4%	-36%[inhibitor][1.9 µM]	12%[9.22 µM]	26%	-2%
Cc1cc(Nc2ccc3c(c2)OCCO3)c2cc(Cl)ccc2n1	-7%	2%	6%	1%	25%[10 µM]	?	-44%[inhibitor]	-1%
CC1=NN(c2ccc(C)c(C)c2)C(=O)/C1=C/c1ccc2c(c1)n(C)c(=O)n2C	?	-5%	12%	-18%	-1%[10 µM]	12%	9%	?
Nc1nc(Cn2nnc(-c3ccccc3F)n2)nc(N2CCOCC2)n1	5%	4%	7%	4%	-1%	-12%	2%	5%
COc1cccc(C(=O)NC(=S)Nc2ccc(N3CCCC3)cc2)c1	-7%	?	11%	11µM*	-12%	10%	-17%	9.5µM*
CCN(CC)CCN(Cc1cc2ccc(C)cc2[nH]c1=O)C(=O)NC1CCCCC1	?	13%	8%	3%	/	/	-4%	-3%
O=C(CSc1nnc(-c2ccc(F)cc2)o1)N1CCCc2ccccc21	/	-16%	1%	-14%	/	/	-7%	/
O=C(O)c1ccc(N/N=C/C=C/c2ccccc2)cc1	-26%	-26%	-7%	/	-3%[10 µM]	4%[9.22 µM]	/	/
O=C(Nc1ccc(Cl)c(Cl)c1)Nc1nnc(-c2ccncc2)s1	?	-9%	4%	-2%	-3%[10 µM]	?	-21%	?
CCCCOC(=O)c1cc(=O)[nH]c(=O)[nH]1	13%	0%	-1%	-2%	26%	10%	20%	-7%
CCOC(CCn1c(SCC(=O)Nc2cc(C)on2)nc2ccccc2c1=O)OCC	0%	-9%	0%	-6%	/	24%	11%	-2%
CCOc1ncccc1C(=O)NCCN1C(=O)S/C(=C/c2cccs2)C1=O	7%	-16%	-1%	?	/	-5%	-11%	-3%
O=C(/C=C/c1cccs1)NCc1ccccc1	-3%	-5%	2%	-12%	-34%	9%	?	3%
Cc1noc(C)c1-c1nnc(-c2ccc(OC(F)(F)F)cc2)o1	-4%	-15%	2%	-14%	17%[10 µM]	-1%[9.22 µM]	/	8%
CC(=O)c1cccc(NC(=O)CCNS(=O)(=O)c2cccc3nonc23)c1	-5%	-6%	1%	-7%	-18%	-9%	-15%	?
Cc1ccc(Cl)cc1-n1ncc2c(NNC(=O)c3ccco3)ncnc21	4%	-24%	0%	-14%	-21%	-5%	-5%	11%
CCCN(CCC)C(=O)Cn1c(=O)n(-c2ccccc2)c(=O)c2c3c(sc21)CCCC3	/	-11%	-1%	-6%	/	/	-1%	/
COCCn1c(C)cc(C(=O)CSc2nc3nc(C)cc(C)n3n2)c1C	-4%	-1%	1%	-5%	/	-2%	-14%	3%
CCn1cc(S(=O)(=O)CC(=O)Nc2cc(C)on2)c2ccccc21	0%	-1%	?	-4%	-7%	20%	0%	?
CCS(=O)(=O)N1CCCC(C(=O)N2CCc3ccccc3C2)C1 (stereo unspecified)	-5%	0%	-1%	-2%	1%	6%	-10%	8%
O=c1[nH]nc(SCc2cc(Cl)ccc2Cl)c(=O)[nH]1	2%	-1%	-4%	10%	15%[10 µM]	-11%[9.22 µM]	/	/
